Assay outcomes from PubChem BioAssay.
Tn6 DDE FP: disrupts Tn6 cyclic peptide binding to fibrin D-Dimer-E complex | inhibition, % at 8.3 µM | Fibrin DD(E) TRITC-Tn6 fluorescence polarization displacement | P02675 | AID 720509 | actives 0.21% (n = 370,000);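 active = inhibition above a per-campaign cutoff: mean of compounds within control limits plus 3 SD, cut at about 15% in these data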;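 also: 0% = median of all compound wells on the plate and 100% = blocking peptide control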
Target sequence (P02675 whole entry, looked up): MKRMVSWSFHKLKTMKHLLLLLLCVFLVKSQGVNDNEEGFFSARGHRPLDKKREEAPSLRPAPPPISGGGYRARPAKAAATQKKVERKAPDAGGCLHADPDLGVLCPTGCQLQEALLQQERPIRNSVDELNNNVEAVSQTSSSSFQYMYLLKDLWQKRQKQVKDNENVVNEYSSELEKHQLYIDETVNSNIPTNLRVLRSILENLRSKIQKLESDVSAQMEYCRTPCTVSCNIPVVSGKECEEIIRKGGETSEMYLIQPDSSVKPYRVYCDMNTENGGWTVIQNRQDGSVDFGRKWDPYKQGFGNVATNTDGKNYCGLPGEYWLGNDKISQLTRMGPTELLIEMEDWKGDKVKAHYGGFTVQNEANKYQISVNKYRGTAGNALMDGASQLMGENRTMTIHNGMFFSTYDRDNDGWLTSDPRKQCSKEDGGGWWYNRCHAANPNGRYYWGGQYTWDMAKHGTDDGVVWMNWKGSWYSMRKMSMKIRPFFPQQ
ADAM10 inh: inhibits human ADAM10; actives 0.62% (n = 370,000); AID 720582; inhibition, % at 7 µM; O14672; recombinant ADAM10, EDANS/DABCYL FRET peptide cleavage, 3 h;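 active = inhibition above a per-campaign cutoff equal to the mean of compounds falling between control-based bounds plus 3 SD, cut at about 20% in these data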;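 also: 0% = DMSO wells while the 100% control is not disclosed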
rCAG RNA binder: molecules binding r(CAG) RNA repeats | r(CAG) RNA repeat, TO-PRO-1 dye displacement fluorescence | inhibition, % at 3 µM | actives 1.3% (n = 370,000) | AID 651821;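 active = inhibition above the plate cutoff, the mean of all test compounds on that plate plus 3 SD, cut at about 35% in these data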;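 also: 0% = DMSO alone and 100% = 100 µM mitoxantrone as full dye displacement; higher means more dye released from RNA so lower well fluorescence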
GC-A act: GC-A (human) enzyme activation. HEK293 GC-A cells, cGMP TR-FRET, EC30 ANP; 0% at EC30 ANP, 100% saturating ANP. actives 0.14% (n = 370,000). AID 1671463. activation, % at 10 µM. P16066; in the data active = activation above about 40%
NPR2 activator: GC-B (human) receptor activation. P20594. HEK293-GC-B cells, CNP EC30, cGMP TR-FRET; 0% at EC30 CNP, 100% saturating CNP. activation, % at 10 µM. actives 0.11% (n = 370,000);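 active = activation at 10 µM reaching about 35% in either raw or pattern-adjusted values, limit read from the data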
FXN GAA850 act: frataxin GAA850 promoter activation; HEK293 lucGAA850 FXN promoter luciferase reporter, 24 h; percent of 10 µM SAHA response; activation, % at 6 µM; actives 0.56% (n = 360,000); AID 540364;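 active = activation above the average of all compounds screened plus 3 SD, cutoff fixed separately per campaign, cut at about 7.5% in these data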;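 also: 0% = DMSO wells and 100% = 10 µM SAHA wells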
ASAP1 inh: blocks human ASAP1-stimulated Arf1 GTP hydrolysis; Q9ULH1; GDP FP detection; inhibition, % at 16.5 µM; actives 0.19% (n = 360,000); AID 624377; in the data active = inhibition above about 25%;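 also: 0% = vehicle with enzyme and substrate and 100% = no enzyme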
ARFGAP1 inhibitor: rat ARFGAP1 inhibition. Arfgap1-stimulated ARF1 GTP hydrolysis, GDP FP detection. inhibition, % at 16.5 µM. actives 0.26% (n = 360,000). AID 651572;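 active = inhibition above a per-plate limit, mean inhibition of low control wells plus 3 SD, cut at about 25% in these data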;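 also: 0% = DMSO wells with enzyme and 100% = wells lacking Arfgap1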
Target sequence (Q62848 1-136 limits assumed): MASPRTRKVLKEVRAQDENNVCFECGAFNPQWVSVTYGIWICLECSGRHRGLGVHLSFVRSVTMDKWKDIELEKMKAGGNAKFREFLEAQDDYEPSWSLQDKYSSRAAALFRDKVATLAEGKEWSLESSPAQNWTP
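System: truncated rat Arfgap1 GAP domain / Benchmarks: high control wells lacking Arfgap1, low control full reaction with DMSO / Times: compound-enzyme preincubation 20 min, reaction 120 min, detection 60 min, 25 °C / Repeats: one replicate per compound / Also added: human ARF1(Δ1-17)-GTP substrate / Measured by: Tracer-displacement fluorescence polarization with EDTA stop, 620/688 nm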
KLK7 zymogen act: proKLK7 (human) activation, primary screen. P49862. purified proKLK7, EDANS-DABCYL substrate fluorescence; 100% is mature enzyme control, 0% vehicle. activation, % at 7 µM. actives 0.9% (n = 370,000). AID 652039;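 active = activation above the mean of all tested compounds plus 3 SD, computed per campaign excluding outliers beyond control limits, cut at about 13% in these data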
Target sequence (P49862 whole entry, looked up): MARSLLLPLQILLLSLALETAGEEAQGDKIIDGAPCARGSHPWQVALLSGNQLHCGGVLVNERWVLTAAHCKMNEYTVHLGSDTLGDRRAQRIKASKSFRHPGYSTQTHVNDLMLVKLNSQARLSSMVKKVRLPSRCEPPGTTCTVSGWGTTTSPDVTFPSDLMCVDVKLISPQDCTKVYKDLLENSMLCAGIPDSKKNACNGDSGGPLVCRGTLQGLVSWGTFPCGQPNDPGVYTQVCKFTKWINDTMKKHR
HGIII-sPLA2 inh: Inhibits HGIII-sPLA2 liposome hydrolysis, primary screen; QFRET BODIPY PC-A2 liposome hydrolysis, fluorescence; actives 0.56% (n = 370,000); inhibition, % at 12.2 µM; AID 743126;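 active = inhibition above mean plus 3 SD of compounds lying within the high and low control bounds, cut at about 19% in these data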;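 also: 0% = median of test compound wells and 100% = no enzyme DMSO wells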
Active calls of the source: *; i = inactive; · = not tested or not shown.

SMILES	Tn6 DDE FP	ADAM10 inh	rCAG RNA binder	GC-A act	NPR2 activator	FXN GAA850 act	ASAP1 inh	ARFGAP1 inhibitor	KLK7 zymogen act	HGIII-sPLA2 inh
CCOC(=O)CCCNC(=O)COC(=O)c1cc(C)cc(C)c1	5.2	4.7	-6.7	-1.0	-2.1	0.6	-1.9	0.6	0.0	-6.1
Cc1c(C(=O)N2CCCc3ccccc32)oc2ccccc12	-2.1	3.8	-1.7	-8.0	4.2	1.8	8.3	-11.9	0.5	2.7
CN1c2ccccc2-c2nc3ccccc3n2C1c1ccco1 (configuration not stated)	-2.8	i	4.9	-2.8	-3.2	-1.9	-10.1	2.8	35.6*	4.2
O=C(COC(=O)c1cc(S(=O)(=O)N2CCOCC2)ccc1Cl)Nc1ccc2c(c1)OCO2	3.8	-2.6	-0.1	1.6	-4.0	-0.4	-12.2	9.8	-0.1	-7.2
O=C(O)CNC(=O)c1ccc(NC(=O)/C(=C/c2ccccc2)NC(=O)c2ccco2)cc1	2.5	-43.6	0.6	-2.3	5.1	0.1	-2.8	1.8	0.1	0.7
O=C(C1CCC(=O)N(C2CC2)C1)N1CCC(Oc2cccc(C(F)(F)F)c2)CC1 (configuration not stated)	-4.3	0.5	-11.8	0.3	-0.8	0.2	-0.4	-0.6	0.3	10.2
CN(C)S(=O)(=O)c1ccc(/C(O)=C2/C(=O)C(=O)N(Cc3cccnc3)C2c2ccncc2)cc1 (configuration not stated)	2.4	-3.7	1.1	-1.7	1.6	0.7	-3.6	-0.5	0.2	5.7
CCCCN(C)C(=O)C(Cc1ccccc1)NS(=O)(=O)c1ccc2c(c1)CCC(=O)N2 (configuration not stated)	2.5	-4.7	-0.6	-1.6	-5.8	2.7	-11.3	-7.3	0.0	-6.2
O=C(O)CC1NC(=O)N(c2ccc(Cl)cc2)C1=O (configuration not stated)	5.5	-6.1	0.7	3.3	0.5	-0.3	8.1	-1.9	0.0	3.1
COc1cc2cnc(-c3ccccc3)c(-c3cc(OC)c(OC)c(OC)c3)c2cc1OC	4.2	2.5	-6.4	24.1	31.2	-1.0	-6.7	0.6	-1.0	-0.7
CC(=O)CNc1ccc(S(=O)(=O)N/N=C/c2ccccc2)cc1	2.6	-3.8	1.1	-2.6	2.7	2.2	-10.4	4.2	-0.2	10.1
CCOC(=O)C1=CN(Cc2cccc(F)c2)S(=O)(=O)N(C)C1c1ccc(F)c(Cl)c1 (configuration not stated)	-6.4	11.8	3.0	-4.7	-8.4	-0.3	11.3	2.7	-0.1	-3.0
Cc1cc(C)nc(Nc2ncc(O)n2-c2ccc(Br)cc2)n1	-3.8	-1.4	5.5	4.0	-0.2	-0.7	4.6	-3.6	-0.1	5.2
O=C(c1cccc(COc2cccc3ccccc23)c1)N1CCCC1	0.8	4.0	-3.5	·	·	2.7	2.4	-6.7	0.5	-15.1
CCOc1ccc(S(=O)(=O)N(CC)CC)cc1NC(=O)c1ccc(N2CCCC2=O)cc1	-1.9	-5.9	-4.9	-1.0	7.8	3.0	-6.5	2.4	-0.3	2.2
CCOc1ccc(OC(=O)C(CCS(C)(=O)=O)N2C(=O)c3ccccc3C2=O)cc1 (configuration not stated)	-8.2	10.9	-2.6	-0.6	-1.6	-0.3	0.7	-12.5	3.3	-4.0
CCN(CC)S(=O)(=O)c1ccc(CNC(=O)CN2C(=O)NC3(CCc4ccccc43)C2=O)cc1 (configuration not stated)	-2.8	-3.9	-4.3	-0.1	3.6	2.3	-2.1	8.2	0.2	0.2
NCCCC[C@@H]1NC(=O)[C@H](CCC(=O)O)NC(=O)c2cc([N+](=O)[O-])cc(I)c2SC[C@@H](C(=O)NCC(N)=O)NC1=O	-1.1	4.7	2.5	1.2	2.6	-2.5	-1.4	-13.2	0.1	2.8
Cc1ccccc1OCCC(=O)OCC(=O)NC1CCCCC1	7.1	-6.7	-9.5	-1.9	4.5	2.4	1.2	-4.9	0.3	4.5
COc1ccc(N=C2NC(=O)/C(=C/C=C/c3ccccc3)S2)cc1	2.3	1.4	6.6	0.3	-3.6	1.7	-3.1	-9.9	-0.2	-16.3
CC(=O)NC(CC(=O)NNC(=O)c1cc2ccccc2cc1O)c1ccccc1 (configuration not stated)	3.5	-33.0	22.5	3.3	5.5	0.6	11.3	-10.8	-7.7	5.0
CC1(C)CC(=O)C2=C(C1)N=C1c3ccccc3C(=O)C1C2c1ccc(Cl)cc1 (configuration not stated)	-3.9	11.9	1.8	-30.3	-20.2	-3.8	10.7	-1.1	-0.3	6.6
COC(=O)C1(C(=O)OC)C[C@H](c2ccccc2)N(Cc2ccccc2OC)[C@@H]1c1ccccc1	2.5	1.6	5.2	-7.8	0.6	·	-10.8	-0.4	-0.8	-2.0
C=C(C)c1ccc(C(C)(C)NC(=O)NCc2ccco2)cc1	3.6	8.7	1.9	-2.8	4.3	3.0	1.3	-10.2	-0.4	-10.1
O=C(N/N=C/c1ccccc1F)NC1CCCCC1	6.2	4.0	-1.8	2.9	1.0	5.4	-15.5	-1.1	0.6	1.1
O=C(CNC(=O)c1ccncc1)N/N=C/c1cc(Br)ccc1OCc1ccccc1	-3.0	2.9	5.2	-10.2	-4.0	1.7	2.9	4.2	0.4	-2.6
COc1ccc(C(=O)C2CCCN(C(=O)c3cc(C)on3)C2)cc1F (configuration not stated)	4.4	11.4	-1.0	-1.5	0.2	3.3	0.0	-0.8	-0.5	8.0
Cn1c(N)c(C(=O)COC(=O)Cc2ccc(Br)cc2)c(=O)n(C)c1=O	-6.5	-15.1	3.6	-4.6	-2.7	0.5	-9.9	1.1	-0.4	14.7
CCn1c(SCC(=O)Nc2cc(OC)ccc2OC)nnc1C1CCCCC1	-4.1	-6.6	-6.0	-9.6	-3.8	0.3	-2.7	-4.3	-0.7	-3.5
O=C(c1ccc(F)cc1)c1c[nH]c(C(=O)NCCCN2CCOCC2)c1	0.1	-11.9	0.1	0.6	-10.6	-1.3	-6.8	0.5	-0.1	0.1
COc1cc(NC(=S)NC(=O)c2ccc(C(C)(C)C)cc2)ccc1NC(=O)c1cccs1	0.8	-0.2	2.4	-1.9	1.2	-8.8	-0.3	4.5	-1.0	-0.7
COc1ccc(N(CC(=O)N2CCN(Cc3ccccc3)CC2)S(C)(=O)=O)c(OC)c1	-4.9	3.4	-5.6	3.6	4.4	1.6	3.2	11.3	-0.8	11.6
O=C(c1cccc(-c2ccccc2F)c1)N1CC[C@@H](N2CCC(O)CC2)[C@H](O)C1	-0.7	9.6	-0.1	-0.8	0.4	0.8	3.2	-5.3	0.4	0.1
CCN(Cc1ccccc1)C(=O)COc1ccccc1	-0.1	16.1	-6.5	0.7	0.3	0.5	5.0	-4.2	-1.3	6.2
COc1ccc(Cn2cc(F)c(=O)n(CCC(C)C)c2=O)cc1[N+](=O)[O-]	-6.8	15.7	3.8	3.5	5.3	-2.4	6.7	7.6	0.4	-15.9
CC(Oc1ccccc1)C(=O)N=Nc1c(O)[nH]c2ccc(Br)cc12 (configuration not stated)	2.4	-4.5	3.1	-3.4	-2.6	0.1	-10.2	-9.2	0.2	-2.5
O=C(COc1ccc(Cl)cc1)NCCSCc1ccccc1Cl	6.8	7.1	-6.2	-0.3	-2.3	1.4	2.7	7.9	-0.1	-11.8
CC(C)(C)NC(=O)CSc1nc(Cc2ccccc2)nc2ccccc12	-4.3	-2.5	-7.0	-10.7	-2.2	2.4	11.2	-7.3	-0.4	-4.3
COc1ccc(OC)c2sc(N(CCCN(C)C)C(=O)CCS(=O)(=O)c3ccccc3)nc12	3.8	-2.4	0.3	-10.6	-13.3	30.8*	-3.4	-0.4	-3.6	6.3
CNC(=S)N/N=C/c1ccc(C(C)C)cc1	-5.2	2.1	-0.9	-5.8	8.7	6.7	-10.4	-2.2	-0.4	5.0
CC(C)(C)c1ccc(C(=O)NCC(=O)NNC(=O)c2ccccc2O)cc1	3.0	-88.3	10.0	-3.6	2.8	3.4	-3.3	-1.4	-3.0	20.7*
Cc1cc(C(=O)CSc2nnc(N)s2)c(C)n1Cc1cccs1	2.8	9.5	6.0	-0.1	1.2	1.8	-6.5	4.8	-0.3	-8.0
CCCn1nnnc1NCc1ccc(CC)cc1	0.3	-1.4	-0.8	1.5	3.0	1.1	1.2	3.3	0.2	-1.2
COc1cccc2cc(-c3nnc(SCC(=O)Nc4nc(C)cs4)n3C)oc12	3.8	-4.0	-3.2	-0.4	3.2	0.6	-3.6	2.6	0.0	-15.5
O=C1CC(C(=O)Nc2ccc(Cl)cc2[N+](=O)[O-])C2(CCCCC2)O1 (configuration not stated)	2.0	-1.1	-1.7	0.0	3.0	1.5	8.3	0.3	-0.3	-2.5
O=[N+]([O-])c1cc(-c2cnc3ccccc3n2)ccc1Oc1ccc(F)cc1	1.9	-3.0	3.3	0.3	-7.9	0.6	6.7	-4.5	0.1	-1.0
Cc1cc(C)c2c(n1)SCC(=O)N2CC(=O)Nc1ccc(C)c(C)c1	4.6	-10.7	2.0	4.4	3.2	0.7	-4.3	-1.8	0.6	-4.8
CCOC(=O)c1c(C)[nH]c(C(=O)OC(C)C(=O)NC2(C#N)CCCCC2)c1C (configuration not stated)	-4.6	0.7	1.8	-1.3	-0.3	-0.3	8.9	0.8	-0.1	-3.7
COc1ccc(NC(=O)CC(c2ccc(F)cc2)c2ccc(OC(C)C)cc2)cc1 (configuration not stated)	7.5	7.3	-0.8	4.2	-4.4	0.5	-4.3	9.5	0.2	-12.2
COC(=O)c1sccc1S(=O)(=O)Nc1ccc(N2CCCCC2)cc1	1.4	19.4	1.8	-4.7	-3.4	0.2	-10.4	-3.6	0.2	8.7
CNC(=O)C1=C(C)Nc2nc3ccccc3n2C1c1ccc(F)cc1 (configuration not stated)	2.2	8.6	2.6	0.9	0.4	-1.7	10.5	-3.7	-0.4	-4.8
COc1cc(NC(=O)C2COc3ccccc3O2)c(OC)cc1Cl (configuration not stated)	1.8	14.9	1.4	-4.8	-8.5	1.7	-15.3	-1.9	-0.4	-3.7
Cc1cc(C)cc(OCCN2CCOCC2)c1	2.6	2.9	-0.7	-1.7	-2.4	-0.5	8.1	11.6	0.0	-1.1

As a short view, some entries already given.
SMILES	Tn6 DDE FP	ADAM10 inh	rCAG RNA binder	GC-A act	NPR2 activator	FXN GAA850 act	ASAP1 inh	ARFGAP1 inhibitor	KLK7 zymogen act	HGIII-sPLA2 inh
CCOC(=O)c1c(C)[nH]c(C(=O)OC(C)C(=O)NC2(C#N)CCCCC2)c1C (configuration not stated)	-4.6	0.7	1.8	-1.3	-0.3	-0.3	8.9	0.8	-0.1	-3.7
COc1ccc(NC(=O)CC(c2ccc(F)cc2)c2ccc(OC(C)C)cc2)cc1 (configuration not stated)	7.5	7.3	-0.8	4.2	-4.4	0.5	-4.3	9.5	0.2	-12.2
COC(=O)c1sccc1S(=O)(=O)Nc1ccc(N2CCCCC2)cc1	1.4	19.4	1.8	-4.7	-3.4	0.2	-10.4	-3.6	0.2	8.7
